High-throughput results: PubChem BioAssay, several laboratories
KKLEB cytotox – cytotoxicity in KKLEB CF airway cells, primary screen, cytotoxicity control for CF NF-kB inhibitor project, cell-based, uHTS, fluorescence assay plates; KKLEB CF airway cells viability, ATPlite luminescence, overnight; hits give low values; cells stimulated with P. aeruginosa culture filtrate; activity change (cytotoxicity), % at 5 µM; 360,000 tested, 0.36% active;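 active means corrected activity change at or below -50% at 5 µM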
Peg3 promoter – Peg3 promoter-driven luciferase inhibitors, primary screen, cell-based, HeLa, luciferase luminescence | inhibition, % at 20 µM | AID 588405, 2011 | 360,000 tested, 1.7% active | HeLa PEG-Prom luciferase reporter, overnight;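 active means inhibition of at least 50% at 20 µM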
HIF-2a inh – HIF-2a reporter inhibitors, primary screen, luminescence, 786-0 RCC cells; 786-0 RCC cells HIF-2a reporter, luciferase luminescence, overnight; 360,000 tested, 0.72% active; inhibition, % at 18.8 µM;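 active means inhibition of the luminescence signal of 40% or more relative to plate controls, in a single-dose primary screen at 18.75 µM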
CaV13 ICDI inh – Disruptors of the CACNA1D IQ motif to Ca2+-dependent inactivation inhibitor domain association, primary screening, Förster resonance energy transfer in intact living …; HEK cells, CFP/YFP FRET ICDI-IQ, plate reader, 10 min; percent FRET-ratio fall versus neutral wells; inhibition, % at 12.3 µM; 340,000 tested, 0.098% active; AID 743397;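 active means mean replicate inhibition of at least 30% and at least 1% of replicates passing that level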;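 further: 0% = median of the neutral control wells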
NR2E3 ag-1 – inhibitors of NR2E3-RetCOR corepressor binding, primary screen, NR2E3 agonist project, biochemical, TR-FRET, GST-NR2E3, biotin-RetCOR. Photoreceptor-specific nuclear receptor (Homo sapiens), Q9Y5X4. 1536-well. inhibition of corepressor binding, % at 4.78 µM. 320,000 tested, 0.12% active. AID 2300, 2010;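 active means percent inhibition above the cutoff of mean plus 3 SD of all tested compounds, set per screening campaign, cut at about 20% in these data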;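 further: 0% = DMSO wells and 100% = biotin wells as full block of FRET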
Target sequence (Q9Y5X4 whole entry, looked up): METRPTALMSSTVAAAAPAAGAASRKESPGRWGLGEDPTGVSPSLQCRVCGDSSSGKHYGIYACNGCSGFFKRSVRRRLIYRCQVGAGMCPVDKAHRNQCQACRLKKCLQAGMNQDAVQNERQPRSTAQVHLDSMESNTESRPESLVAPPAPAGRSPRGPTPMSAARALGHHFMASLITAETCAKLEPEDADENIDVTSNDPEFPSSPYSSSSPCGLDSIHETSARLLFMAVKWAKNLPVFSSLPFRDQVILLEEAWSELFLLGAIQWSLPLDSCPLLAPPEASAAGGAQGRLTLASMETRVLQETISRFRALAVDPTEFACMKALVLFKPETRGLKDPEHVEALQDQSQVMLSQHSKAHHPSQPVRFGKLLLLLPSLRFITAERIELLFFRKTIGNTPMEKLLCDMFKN
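System: GST-tagged NR2E3 plus biotinylated RetCOR corepressor; Buffer or medium: pH 7.5 Tris-based buffer; Probe or stimulus: RetCOR corepressor, biotinylated, 7 nM; Doses: compound at 4.8 µM, single dose; Schedule: 5 h incubation at 4 °C; Technique: time-resolved FRET; Evaluation: percent inhibition of TR-FRET ratio; Replication: one well per compound, singlicate testing.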
TRPM1 prom inh – inhibitors of MITF-dependent TRPM1 promoter reporter, primary screen, cell-based, SK-MEL-5, single point, luciferase; AID 488899, 2010; 330,000 tested, 0.83% active; SK-MEL-5 TRPM1 promoter luciferase, 24 h; inhibition, % at 12.5 µM;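 active means mean inhibition across replicates of 60% or more, whatever share of single replicates reaches that level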; further: values of inactives mirror those of a sister screen read the other way
Vif inh – HIV Vif self-association inhibitors, primary screen, imaging, HEK293T, single point; HEK293T cells, Vif self-association by quenched fluorescence, 24 h; inhibition, % at 7.49 µM; 340,000 tested, 0.35% active; AID 602346, 2012; in the data active means inhibition above about 50%, passing the limit was not always enough; further: some results filed as inactive read as strong as hits
NR2E3 ag-2 – NR2E3 agonists in two-hybrid cells, primary screen, cell-based, luminescence, CHO-S, Gal4-NCOR/VP16-NR2E3; luciferase; inhibition of corepressor binding, % at 3.98 µM; 360,000 tested, 0.35% active; AID 602229, 2012;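 active means inhibition above the mean of all tested compounds plus 3 SD, cut at about 70% in these data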;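 further: 0% = DMSO with NR2E3 transfected cells and 100% = cells lacking NR2E3 construct; higher means lower luciferase signal from less NR2E3 corepressor binding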
CF NFkB inh – inhibitors of PAF-induced NF-kB signaling, primary screen, cell-based, GFP fluorescence, uHTS; KKLEB NF-kB-GFP reporter, GFP fluorescence overnight; AID 588850, 2011; inhibition, % at 5 µM; 360,000 tested, 0.86% active;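 active means at least 50% inhibition at 5 µM, scaled per plate between neutral and stimulator controls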;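 further: PAF is a Pseudomonas aeruginosa culture filtrate used as stimulus; plate controls were PAF-stimulated DMSO wells for no effect and unstimulated DMSO wells for full effect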
Shn3 inh set2 – reduction of Shn3 3'UTR firefly luciferase signal, primary screen, Schnurri-3 inhibitor project, cell-based, Clone20 osteoblasts, set 2 | Clone20 osteoblast Shn3 3'UTR firefly luciferase, 24 h | inhibition, % at 12.5 µM | 360,000 tested, 0.52% active;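 active means mean inhibition of at least 75% with every replicate also reaching 75%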;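 further: 0% = median of neutral control wells and 100% = pilot-screen positive control compound; some compounds past the cut are filed as inactive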
PDI turbidity – inhibitors of human PDI, primary screen, biochemical, turbidity, single point, plate reader; Protein disulfide-isomerase (Homo sapiens), P07237; PDI insulin aggregation turbidity, A650, 90 min; inhibition, % at 10 µM; 350,000 tested, 0.052% active;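 active means mean inhibition across replicates of 30% or more, whatever share of single replicates reach that level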;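 further: absorbance from insulin aggregation driven by PDI reduction with DTT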
Target sequence (P07237 whole entry, looked up): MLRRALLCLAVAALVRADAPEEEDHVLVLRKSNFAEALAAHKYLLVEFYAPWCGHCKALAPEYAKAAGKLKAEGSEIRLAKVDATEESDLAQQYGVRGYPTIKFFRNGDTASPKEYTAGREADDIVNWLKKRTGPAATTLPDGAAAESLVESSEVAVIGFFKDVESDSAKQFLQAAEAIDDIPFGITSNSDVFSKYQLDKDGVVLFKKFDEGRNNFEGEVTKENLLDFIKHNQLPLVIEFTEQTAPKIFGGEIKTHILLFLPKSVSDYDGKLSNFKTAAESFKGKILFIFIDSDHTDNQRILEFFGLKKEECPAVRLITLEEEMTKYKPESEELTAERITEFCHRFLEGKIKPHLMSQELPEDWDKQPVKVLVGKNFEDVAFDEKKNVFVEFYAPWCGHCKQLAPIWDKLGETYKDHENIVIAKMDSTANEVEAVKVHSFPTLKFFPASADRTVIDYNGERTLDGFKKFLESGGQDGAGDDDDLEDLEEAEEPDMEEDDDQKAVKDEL
Active calls of the source: *; / = no result given.

SMILES	KKLEB cytotox	Peg3 promoter	HIF-2a inh	CaV13 ICDI inh	NR2E3 ag-1	TRPM1 prom inh	Vif inh	NR2E3 ag-2	CF NFkB inh	Shn3 inh set2	PDI turbidity
COc1cccc(/C=C/C(=O)OCC(=O)NC2CC2)c1OC	12	-8	-18	-4	/	6	13	-33	-3	2	-3
CC(C)(C)NC(=O)/C=C/c1ccc(C(F)(F)F)cc1	4	-162	-206	-3	-6	-10	2	-79	-13	-24	-10
COc1ccc(N=C2SC(C(N)=O)CC(=O)N2CCc2ccc(OC)c(OC)c2)cc1 (configuration not stated)	4	23	7	-5	1	-7	17	15	-21	-3	2
O=C1CSC(c2cccnc2)N1c1ccccc1 (configuration not stated)	13	-10	12	-20	-2	10	0	-14	-7	13	-7
Cc1nc(NC(=O)c2ccccc2O)sc1C	2	-226	-328	-4	-2	-83	-5	-80	-13	-55	5
O=C(O)COc1cnc2ccccc2n1	0	15	9	-4	2	6	22	17	7	-6	-28
Cc1ccc(NC(=O)C2CC(O)CN2C(=O)OCc2ccccc2)cc1C (configuration not stated)	0	20	7	-10	/	15	3	-6	2	-3	-3
NCC(O)COc1ccc2c(c1)OCO2 (configuration not stated)	14	-9	5	-7	-2	-1	-6	12	-35	3	-5
Cc1ccc(CN(CC(O)COc2cccc3[nH]cc(C)c23)C(C)(C)C)cc1 (configuration not stated)	-5	32	16	-3	3	-7	-2	0	12	3	1
O=C(NCCc1c[nH]c2ccccc12)/C(=C\c1cccnc1)NC(=O)c1cccs1	2	9	1	-5	4	5	-9	-19	-9	1	15
Cc1cccc(OC(C)C(=O)Nc2ccccc2C(=O)N2CCCCC2)c1 (configuration not stated)	0	14	8	-6	1	7	-4	-41	15	11	-8
CC(=O)OCP(C)(=O)COC(C)=O	1	-5	3	-2	3	1	/	17	6	-11	3
O=C(NC(=S)Nc1nc(-c2cccc3ccccc23)cs1)c1cc2ccccc2o1	13	12	9	-5	0	4	-1	14	8	-13	-33
CC(C)(C)c1ccc(C(=O)N2CCC(C(=O)NCc3ccncc3)CC2)cc1	3	-6	7	/	-3	-5	11	-89	7	12	3
O=C(COc1ccc(Cl)cc1)Nc1cccc(S(=O)(=O)NC2=NCCCCC2)c1	12	-10	9	-15	1	1	-1	-4	-9	1	9
CSCc1c(C(=O)NC2CCCc3ccccc32)oc2ccccc12 (configuration not stated)	2	4	-4	-3	0	3	-5	-12	8	-5	10
Cc1nc2sccn2c(=O)c1S(=O)(=O)NCCc1ccc(Cl)cc1	10	2	-9	-7	-2	-3	-6	6	-3	-8	2
Cc1ccc(NC(=O)c2cc([N+](=O)[O-])ccc2N2CCOCC2)cc1C	-4	9	-5	-3	1	-7	/	-35	19	-13	0
COC(=O)Cc1c(C)c2ccc(OC3CCCCC3=O)c(C)c2oc1=O (configuration not stated)	-13	-91	-112	-3	0	-20	-7	72*	5	37	-7
CCN1CCN(C(=O)/C=C/c2ccc(OC)c(OC)c2)CC1	2	17	16	-5	2	-4	11	-5	16	4	4
CCCCOc1ccc(NC2=NC3(CCCC3)N=C(N)N2)cc1	3	24	9	-8	1	15	-2	1	3	4	-4
O=C(O)[C@H](Cc1ccccc1)NC(=O)N1CCN(c2ccc(F)cc2)CC1	4	3	12	-2	3	-3	6	-8	2	6	1
CCOC(=O)N1CCN(c2nc3ccccc3n3cnnc23)CC1	-15	-5	-48	-13	0	-4	0	-23	5	-38	3
Cc1noc2ncnc(N3CCN(c4cccc(Cl)c4)CC3)c12	-3	4	4	-4	3	13	-17	9	-2	45	7
COc1cc(/C=C/C(=O)c2ccc(F)cc2)cc(OC)c1OC	3	10	39	-8	1	46	0	-2	10	40	3
O=C(c1ccncc1)N1N=C(c2ccc(Cl)cc2)CC1c1ccccc1O (configuration not stated)	10	-406	-235	-5	1	-63	-3	-141	-8	-174	18
CCOC(=O)/C(=N\Nc1ccccc1)P(=O)(c1ccccc1)c1ccccc1	-4	26	18	-14	3	10	0	-3	5	4	2
CN(C(=O)COC(=O)C1CCN(S(=O)(=O)c2ccc3c(c2)OCCO3)CC1)c1ccccc1	16	7	18	-5	-2	21	0	-5	4	1	1
Cc1ccc(C(=O)Nc2ccccc2C(=O)NCc2ccco2)cc1S(=O)(=O)N1CCCCC1	-17	35	-6	-10	2	8	-15	-28	11	26	4
O=C(CSc1n[nH]c(-c2ccco2)n1)Nc1ccc(Br)cc1	13	25	15	/	0	12	-1	14	9	-3	6
CCn1c(=O)n(CC)c2cc(N3CCCC3)c(NC(=O)c3ccc(C)c([N+](=O)[O-])c3)cc21	9	23	15	-5	-1	2	-4	-13	-15	-4	-5
Cn1c(CSc2nc3ccc(Br)cc3[nH]2)nc2ccccc21	9	-21	-91	-7	-4	5	-3	-24	-17	-1	-1
Cc1ccc(S(=O)(=O)N(C)C[C@H]2OCc3cnnn3CCCC(=O)N([C@H](C)CO)C[C@H]2C)cc1	-3	13	3	/	/	/	2	3	11	-15	5
c1ccc(-c2nc[nH]c2-c2ccccc2)cc1	4	9	6	-9	-1	13	-1	11	19	17	-3
COc1ccc(NC(=S)NC(=O)c2cccnc2)cc1	6	-17	-33	-18	4	-4	0	-71	-15	-8	5
O=C(O)Cc1ccc(NS(=O)(=O)c2c(Cl)cccc2Cl)cc1	18	6	11	-3	0	-1	7	1	-24	0	14
O=C1OC(CC(=O)N(Cc2nnc(-c3ccccc3Cl)o2)C2CC2)c2ccccc21 (configuration not stated)	-14	-4	-1	-2	4	11	-3	20	-14	8	-11
Cc1nc2cc(NC(=O)COc3ccc(C#N)cc3)ccc2n1-c1ccccc1	-10	-20	1	-3	-1	-2	-7	13	-7	15	-13
CCC(C)(C)n1nnnc1C(c1ccc(OC)cc1)N1CCN(C(=O)c2ccco2)CC1 (configuration not stated)	-10	9	2	-7	5	-2	2	-11	2	4	-9
Cc1ccc(-c2nn3c(C)nnc3s2)cc1NCc1c(F)cccc1Cl	-3	-6	-107	-5	1	38	-12	-19	-24	24	20
C#CCn1c(=NC(=O)c2sc3ccccc3c2Cl)sc2cc(S(N)(=O)=O)ccc21	-1	33	8	-2	-41	-15	3	-11	9	1	5
CC(C)CC1C2C(=O)N(c3ccccc3)C(=O)C2ON1c1ccccc1 (configuration not stated)	-2	10	19	-13	-2	1	-3	8	3	2	-4
O=C(NCCc1ccccc1)C1CCC(=O)N1CCc1ccccc1 (configuration not stated)	-5	7	7	-4	3	4	-4	-8	-7	7	0
Cc1ccc2cc(CCNC(=O)c3cccs3)c(=O)[nH]c2c1	2	-323	-280	-5	1	-57	14	-83	-6	-29	1
Cc1cccc(N(C(=O)CNC(=O)c2ccco2)C(C(=O)NCC2CCCO2)c2ccccc2)c1 (configuration not stated)	4	14	10	-7	3	3	-2	5	8	5	-1
COc1ccc(/C=N/NC(=O)COc2ccc(Cl)cc2Cl)cc1Cn1nc(C)cc1C	0	21	13	-4	1	22	-4	24	-2	3	2
O=C(CCn1c(=O)oc2ccccc21)Nc1nccs1	-4	-46	-27	-5	-2	-8	4	-17	-11	-18	-2
O=C(COC(=O)c1ccc([N+](=O)[O-])cc1)Nc1ccc(Cl)cn1	8	2	4	-4	-1	-3	9	-29	-15	-8	4

3 entries from above, in CSV form:
SMILES,KKLEB cytotox,Peg3 promoter,HIF-2a inh,CaV13 ICDI inh,NR2E3 ag-1,TRPM1 prom inh,Vif inh,NR2E3 ag-2,CF NFkB inh,Shn3 inh set2,PDI turbidity
CCC(C)(C)n1nnnc1C(c1ccc(OC)cc1)N1CCN(C(=O)c2ccco2)CC1 (configuration not stated),-10,9,2,-7,5,-2,2,-11,2,4,-9
COc1ccc(/C=N/NC(=O)COc2ccc(Cl)cc2Cl)cc1Cn1nc(C)cc1C,0,21,13,-4,1,22,-4,24,-2,3,2
O=C(CCn1c(=O)oc2ccccc21)Nc1nccs1,-4,-46,-27,-5,-2,-8,4,-17,-11,-18,-2

(next part)
SMILES	KKLEB cytotox	Peg3 promoter	HIF-2a inh	CaV13 ICDI inh	NR2E3 ag-1	TRPM1 prom inh	Vif inh	NR2E3 ag-2	CF NFkB inh	Shn3 inh set2	PDI turbidity
Cc1ccc(C(=O)Oc2cccc(NC(=O)c3cccs3)c2)cc1S(=O)(=O)N1CCOCC1	-1	-29	-57	/	1	-19	-1	-16	0	-12	-2
Cc1ccc(Nc2nnc(SCc3ccccc3)s2)cc1	0	-140	-162	-5	0	-29	-3	-99	-1	-47	1
CCOc1ccc2nc(NC(=O)C(CCSC)NS(=O)(=O)c3cccs3)sc2c1 (configuration not stated)	13	7	23	/	-3	-19	-5	6	7	9	-5
N#CCc1cc2ccc3cccc4ccc(c1)c2c34	11	-22	-41	-1	-1	5	-7	-26	-57	-8	2
Cc1ccc(OCc2n[nH]c(=S)n2Cc2ccccc2)cc1	6	-1	-3	-3	5	-22	0	1	-1	-20	-5
Cc1cccc(NC(=O)C2CC2c2ccccc2)c1C (configuration not stated)	-6	-13	-26	-2	1	0	-14	11	8	-2	-143
Cc1cccc(COc2ccc(/C=N/NC(=O)c3nnn(-c4nonc4N)c3CN3CCCCC3)cc2)c1	-7	-158	-93	-5	-2	-20	-4	-125	1	0	5
CCOc1ccc(Br)cc1S(=O)(=O)Nc1ccc(Cl)c(S(=O)(=O)N(C)C)c1	-6	15	12	-7	1	3	-3	-11	6	2	6
N#CC(C(=O)Nc1cccc(Cl)c1)=C1Nc2ccccc2N1	4	-3	-14	/	4	-10	-19	-6	9	7	-5
CCCC(C(=O)Nc1cccc(S(=O)(=O)N2CCCC2)c1)c1ccccc1 (configuration not stated)	-8	15	10	-5	-2	-5	-8	-23	18	11	-2
CCC(Sc1nc(N)c(NC(=O)c2ccco2)c(=O)[nH]1)C(=O)O (configuration not stated)	14	-1	9	-5	0	1	/	-2	-45	-4	-10
CCOc1cc(CNCCO)cc(Br)c1OCc1cccs1	-29	14	-29	-7	1	20	3	-6	14	63	0
O=C1CCN(S(=O)(=O)c2ccc(Cl)cc2)N1	-6	13	3	-3	-2	-11	-1	-12	0	3	0
O=C(NN=C1CCCCCCCCCCC1)c1cccc(S(=O)(=O)N2CCOCC2)c1	2	-4	14	-3	3	8	-1	-21	-3	5	-19
